Jurkat autofluor: compound autofluorescence on Jurkat cells, primary screen, artefact control for VLA-4 allosteric ligand project, cell-based, flow cytometry | stronger effect = higher value; 1 = vehicle-only cell background | fluorescence ratio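 (tested at 10 µM compound in the well)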 | 24,000 tested, 0.61% active;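 active = fluorescence ratio above 2.44, which is 1 plus 3 SD of all ratios; inconclusive = signal too bright to measure linearly, ratio around 10 or more; inactive = fluorescence ratio below 2.44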;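 note: green fluorescence of cells measured with 488 nm excitation and 530 nm emission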
LNCaP diff act: activators of LNCaP prostate cell differentiation, primary screen, flow cytometry side scatter. 4 d. side scatter shift, % at 10 µM. 24,000 tested, 0.56% active. AID 795, 2007;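 active = side scatter shift above 30%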;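 note: androgen-responsive LNCaP prostate cancer cells in charcoal-stripped serum medium; percent of cells past a gate set so DMSO wells show 10% shift; higher shift means more granular cells and more differentiation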
VLA-4 allo ag: enhancers of LDV-FITC binding to VLA-4 integrin, primary screen, Jurkat cells, flow cytometry | Integrin alpha-4 (Homo sapiens), P13612 | activation, % at 10 µM (by protocol) | 24,000 tested, under 10 active | AID 528, 2006;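 active = fluorescent ligand binding to cells raised by more than 40% of the manganese-induced maximum; inconclusive = compound's own fluorescence above 85% of the ligand control signal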;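 note: 0% = ligand binding without compound and 100% = manganese-stimulated maximal binding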
Target sequence (P13612 whole entry, looked up): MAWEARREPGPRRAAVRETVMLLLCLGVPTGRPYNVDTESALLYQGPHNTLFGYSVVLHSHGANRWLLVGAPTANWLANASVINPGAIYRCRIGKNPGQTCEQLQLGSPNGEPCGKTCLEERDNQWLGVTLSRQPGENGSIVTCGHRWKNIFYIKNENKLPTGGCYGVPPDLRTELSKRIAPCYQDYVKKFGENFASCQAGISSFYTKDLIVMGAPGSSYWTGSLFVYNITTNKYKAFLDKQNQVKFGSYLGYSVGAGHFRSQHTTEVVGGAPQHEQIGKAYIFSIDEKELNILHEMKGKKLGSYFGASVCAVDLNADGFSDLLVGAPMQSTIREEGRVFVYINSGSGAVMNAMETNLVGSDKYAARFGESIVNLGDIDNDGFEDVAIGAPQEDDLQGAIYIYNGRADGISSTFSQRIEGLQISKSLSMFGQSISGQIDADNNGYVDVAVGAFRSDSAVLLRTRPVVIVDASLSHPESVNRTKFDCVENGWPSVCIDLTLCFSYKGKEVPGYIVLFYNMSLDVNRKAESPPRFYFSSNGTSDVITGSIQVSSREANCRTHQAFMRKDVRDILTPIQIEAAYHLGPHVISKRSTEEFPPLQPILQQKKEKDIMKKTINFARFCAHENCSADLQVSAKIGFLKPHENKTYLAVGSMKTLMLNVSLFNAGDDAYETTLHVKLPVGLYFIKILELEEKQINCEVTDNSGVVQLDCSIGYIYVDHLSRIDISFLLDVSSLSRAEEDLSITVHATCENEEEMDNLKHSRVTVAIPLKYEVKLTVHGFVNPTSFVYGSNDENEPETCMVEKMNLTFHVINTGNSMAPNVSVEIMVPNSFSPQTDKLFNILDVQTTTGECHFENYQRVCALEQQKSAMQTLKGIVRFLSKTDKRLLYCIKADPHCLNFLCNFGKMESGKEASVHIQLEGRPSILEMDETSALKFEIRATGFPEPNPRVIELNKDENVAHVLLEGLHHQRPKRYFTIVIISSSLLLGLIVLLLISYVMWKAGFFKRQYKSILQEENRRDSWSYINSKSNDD
VLA-4 antagonist: inhibitors of LDV-FITC binding to Mn2+-activated VLA-4, primary screen, Jurkat cells. Integrin alpha-4 (Homo sapiens), P13612. LDV-FITC binding with Mn2+, flow cytometry; 100% = Mn2+-driven binding gain fully reversed. inhibition, % at 10 µM (by protocol). 24,000 tested, 0.2% active. AID 529, 2006;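 active = inhibition above 50%; inconclusive = compound itself fluorescent, judged against control cell fluorescence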;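 note: 0% = Mn2+ stimulated cells lacking compound and 100% = ligand binding without Mn2+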
The depositor's hits bear a star; ? = inconclusive; / = no result given. Not all compounds are listed; the hit share may differ from the screen's.

item | smiles | LNCaP diff act | VLA-4 allo ag | VLA-4 antagonist | Jurkat autofluor
1 | O=C1c2cccnc2C(=O)N1CO | 8 | 1 | -4 | 1
2 | CS(=O)(=O)NCc1nnc(SCC(=O)NC2CCCCC2)n1-c1ccc(F)cc1 | 6 | 2 | -5 | 1
3 | Fc1cccc(-c2cc3nc4c(c(N5CCN(c6cnccn6)CC5)n3n2)CCCC4)c1 | 0 | 2 | -12 | 1
4 | Cc1ccc(NC(=O)c2ccco2)c(NC(=O)CN2C(=O)c3ccccc3C2=O)c1 | 8 | 3 | 7 | 1.1
5 | CCOC(=O)CSc1nc2nc(C)cc(C)n2n1 | 11 | 2 | 6 | 1.1
6 | COc1cc([C@@H]2[C@H]3CN(C)CC=C3C(C#N)=C(N)C2(C#N)C#N)cc2c1OCO2 | 10 | 0 | -4 | 1.3
7 | O=C(Nn1cnc2ccccc2c1=O)c1ccccc1Cl | 4 | ? | ? | 1.1
8 | COc1ccc(C2CC(c3ccc(F)cc3)Nc3nc(N)nn32)cc1OC (stereo unspecified) | 9 | 1 | -2 | 1
9 | Cc1ccc(C)c(Cn2c(=O)n(CCCC(=O)NCc3ccco3)c(=O)c3ccccc32)c1 | 7 | -2 | -7 | 1.1
10 | O=C(c1ccccc1)N1CCN(c2ccc(NCc3ccc4c(c3)OCO4)cc2)CC1 | 5 | 0 | 7 | 0.97
11 | Cc1noc(NS(=O)(=O)c2ccc(NC(=O)CSc3nc4c(cc3C#N)CCCC4)cc2)c1C | 7 | 8 | -30 | 1
12 | CCC(C)NC(=O)CC(c1ccc(OC)cc1)n1cccc1 (stereo unspecified) | 9 | 1 | 6 | 1
13 | CCCC(=O)Nc1cc(C)c2c(=O)oc3ccccc3c2n1 | 7 | -4 | -6 | 1.1
14 | CCC(Sc1ccc(C(=O)O)cc1)C(=O)O (stereo unspecified) | 7 | 2 | -17 | 1.1
15 | N#CC1=C(N)OC2=C(C(=O)CCC2)C1c1ccc(OC(=O)N2CCOCC2)cc1 (stereo unspecified) | / | 5 | -4 | 1.1
16 | COc1ccccc1-c1cc(C(F)(F)F)nc(N2CCN(c3ccc(F)cc3)CC2)n1 | 3 | 4 | -6 | 0.95
17 | CN(CC(=O)N1CC=C(c2ccccc2)CC1)S(=O)(=O)c1cnc[nH]1 | 6 | -13 | 5 | 1
18 | COc1ccc(OC)c(NS(=O)(=O)Cc2ccccc2)c1 | 21 | -4 | 6 | 1.1
19 | CC(C(=O)OCn1nnc2ccccc2c1=O)N1C(=O)c2ccccc2C1=O (stereo unspecified) | 2 | 2 | 5 | 0.98
20 | Cc1ccc(S(=O)(=O)NCCn2c(C)cc3ccccc32)cc1 | 10 | ? | ? | 1.6
21 | O=C(NCCc1ccccc1)c1noc2c1CCc1ccccc1-2 | 6 | 8 | -9 | 1
22 | COc1ccc(C(=O)NCCC(C)C)cc1S(=O)(=O)N1CCOCC1 | 5 | -6 | -2 | 1
23 | Cc1oc(-c2cccs2)[n+]([O-])c1C | 7 | -3 | -4 | 0.99
24 | Cc1ccc(NS(=O)(=O)c2ccc3c(c2)oc(=O)n3C)cc1F | 9 | 1 | -6 | 1.1
25 | COC(=O)Cn1nc(-c2ccccc2)c2ccccc21 | 10 | -4 | -8 | 0.93
26 | O=C(O)[C@H](Cc1ccccc1)N1Cc2ccccc2C1=O | 16 | 6 | -9 | 1
27 | CC(C)c1ccc(O)c(NC(=O)c2cncc(Br)c2)c1 | 18 | ? | ? | 1.3
28 | CCCN(CCC)C(=O)CSc1nc2n[nH]c(C)c2c(=N)n1-c1ccc(OC)cc1 | 12 | -4 | 5 | 1.1
29 | CCSc1nnc(NC(=O)CSc2nnc(Cc3cccn3C)n2CCc2ccccc2)s1 | 12 | -2 | -2 | 1.1
30 | CCOc1ccc(-n2c(SC)nc3c(c2=O)SCC3)cc1 | 2 | -8 | 10 | 1.1
31 | CN(Cc1ccco1)C(=O)C(Cc1ccccc1)NS(=O)(=O)c1ccc2c(c1)CCC(=O)N2 (stereo unspecified) | 14 | 1 | -1 | 1
32 | CC12C=CC3(CN(Cc4ccccc4)C(=O)C3C1C(=O)NCc1ccco1)O2 (stereo unspecified) | 10 | 1 | -14 | 0.96
33 | CCC(C)OC(=O)n1ccc(C(=O)Nc2nccs2)n1 (stereo unspecified) | 9 | 2 | -14 | 1.1
34 | CCCCCCn1c(SCCCC)nc2c1c(=O)[nH]c(=O)n2C | 3 | -2 | -8 | 1.1
35 | c1ccc(CCc2nc(-c3cccnc3)no2)cc1 | 6 | 0 | -5 | 0.96
36 | COC(=O)CSCc1nc2ccccc2[nH]c1=O | 7 | ? | ? | ?
37 | Cc1nc2ncnn2c(C)c1CCC(=O)N1CCc2ccccc21 | 4 | 0 | 12 | 1
38 | CCCCSc1nc(CCC)cc(=O)[nH]1 | 5 | 6 | -16 | 1.1
39 | O=C(C(Cc1ccccc1)n1cccc1)N1CCCCC1 (stereo unspecified) | 3 | 3 | -3 | 1.1
40 | CCOC(=O)N1CCN(C(=O)CSCC(=O)N=c2sc3ccccc3n2C)CC1 | 7 | 0 | 8 | 0.99
41 | CCCn1c(O)c(CN2CCCC(C)C2)c(C)c(C#N)c1=O (stereo unspecified) | 12 | -1 | -16 | 1.1
42 | COc1ccc(C2C3=C(CCCC3=O)Nc3nc(SCc4ccc(C(=O)O)cc4)nn32)cc1OC (stereo unspecified) | 3 | 4 | -7 | 1.1
43 | O=C(NCCN1CCN(c2ccccc2)CC1)C1(S(=O)(=O)c2ccc(Cl)cc2)CC1 | 14 | 2 | -18 | 0.89
44 | Cc1ccc(NC(=O)C2CCCN2S(=O)(=O)c2ccc3c(c2)CCC(=O)N3)cc1Cl (stereo unspecified) | 5 | -2 | -6 | 1.1
45 | COc1ccc(Cn2c(=O)[nH]c3cc(C(=O)NCCCN4CCCC4=O)ccc3c2=O)cc1 | 2 | 2 | -2 | 1
46 | COc1ccc(CNC(=O)C2CCN(S(=O)(=O)N3CCOCC3)CC2)cc1 | 8 | 5 | 3 | 1
47 | COc1ccc(CCNC(=O)C2CCCCC2C(=O)O)cc1OC (stereo unspecified) | 16 | -2 | -1 | 1
48 | Cc1ccc(C)c2[nH]c(=O)c(CN(CCN3CCCC3)C(=O)Nc3cccc(Cl)c3)cc12 | 73* | -2 | 7 | 1.1
49 | Cc1ccc(-n2nnnc2SCC(=O)Nc2c(C)n(C)n(-c3ccccc3)c2=O)cc1 | 10 | 4 | -8 | 1.1
50 | O=C(C1CCC1)N1CCc2cc(S(=O)(=O)N3CCCCC3)ccc21 | 10 | 4 | -2 | 1
51 | O=C(CSc1nc2ccccc2[nH]1)c1ccc2c(c1)OCO2 | 20 | -9 | -5 | 1.1
52 | CCCc1nnc(NC(=O)CCC(=O)N2CCN(CCOc3ccc(C)cc3)CC2)s1 | 3 | -10 | -2 | 1.1
53 | N#CC1=C(N)Oc2n[nH]c(-c3ccc(F)cc3)c2C1c1ccncc1 (stereo unspecified) | 4 | -2 | 17 | 1.1
54 | COc1ccc2cc3cc(C(=O)NCc4ccc5c(c4)OCO5)oc3nc2c1 | 17 | ? | ? | 1
55 | COC(=O)c1cn(NC(=O)C2COc3ccccc3O2)c(=O)c2ccccc12 (stereo unspecified) | 6 | 14 | -40 | 0.85
56 | O=C1Nc2ccccc2C(O)(C(=O)NCc2ccco2)N1c1ccc(Cl)c(Cl)c1 (stereo unspecified) | 11 | ? | ? | 1.2
57 | CCOc1ccc(CN2C(=O)c3ccccc3C2C(=O)NCc2cccnc2)cc1 (stereo unspecified) | 6 | 0 | 2 | 1
58 | CCOc1ccc(N(CC(=O)NCc2ccccc2)S(=O)(=O)c2c(C)noc2C)cc1 | 9 | 16 | -15 | 0.84
59 | CC(=O)NC(CCS(C)(=O)=O)C(=O)Nc1c(F)cccc1F (stereo unspecified) | 9 | 4 | -10 | 1.1
60 | COc1cc2[nH]c(=O)n(CCCC(=O)N3CC=C(c4ccccc4)CC3)c(=O)c2cc1OC | 1 | ? | ? | 1.1

(continued)
item | smiles | LNCaP diff act | VLA-4 allo ag | VLA-4 antagonist | Jurkat autofluor
61 | Cc1cc(C(=O)OCC(=O)N2c3ccccc3CC2C)c(C)o1 (stereo unspecified) | 15 | 1 | -12 | 0.92
62 | CCOC(=O)CSc1nnc(CNC(=O)c2ccc(OC)cc2)n1C1CCCCC1 | 5 | -3 | -5 | 0.93
63 | O=C(Nc1ccccc1)N1CCN(Cc2ccc3c(c2)OCO3)CC1 | 6 | -1 | -7 | 1.1
64 | COc1cc2c(cc1OC)C(COc1ccc(F)cc1)N(C(=O)c1ccco1)CC2 (stereo unspecified) | 9 | -9 | 20 | 1.1
65 | Cc1cc(C)n(Cc2cc(C)c(Cn3nc(C)cc3C)cc2C)n1 | 4 | -3 | -11 | 1
66 | CCN1CCN(CCNC(=O)CS(=O)(=O)Cc2nc(-c3ccc(C)cc3)oc2C)CC1 | 21 | ? | ? | 0.83
67 | CC1(C)C(=O)OC(c2cccs2)C(C)(C)C1=O (stereo unspecified) | 13 | -6 | -9 | 1.1
68 | CC1(C)CC(=O)C2=C(C1)Nc1ccccc1N=C2 | 16 | -2 | 1 | 1.1
69 | CC1(C)CC(OC(=O)c2ccco2)CC(C)(C)N1O | 7 | 3 | -3 | 0.98
70 | CCOC(=O)CN1CC23C=CC(O2)C(C(=O)NCc2cccs2)C3C1=O (stereo unspecified) | 6 | 0 | -29 | 1
71 | CCCN1CC=C2C(C#N)=C(N)C(C#N)(C#N)C(c3cccc(OC)c3OC)C2C1 (stereo unspecified) | 12 | ? | ? | 2.1
72 | O=C(CCn1c(=O)sc2ccccc21)NC1=NCCS1 | 3 | 4 | -7 | 1
73 | Cc1cc(O)c(C(C)C)cc1N=C1CSC(=O)N1 | 13 | -2 | 12 | 1.2
74 | CCc1nnc(NC(=O)COC(=O)CN2C(=O)c3ccccc3C2=O)s1 | 9 | ? | ? | 1
75 | CC1CCc2nn(CC(=O)NCCCN3CCCCC3)cc2C1 (stereo unspecified) | 3 | 2 | 7 | 0.96
76 | CCCCOC(=O)C1=C(C)NC2=C(C(=O)CCC2)C1c1cc(OC)ccc1OC (stereo unspecified) | 11 | -2 | 7 | 0.94
77 | CC1CCN(CC(O)COC2CCC(C(C)(C)C)CC2)CC1 (stereo unspecified) | 17 | 4 | 0 | 1.1
78 | Cc1[nH]c(C(=O)N2CCCCC2)c(C)c1C(=O)NC1CCCCC1 | 4 | 0 | -20 | 1
79 | CCn1c(C(=O)N2CCCC(C(=O)NCCc3ccc(C)cc3)C2)cc2sccc21 (stereo unspecified) | 1 | -2 | -24 | 1.2
80 | COc1ccc(N2CCN(C(=O)CCNS(=O)(=O)c3ccc4c(c3)CCC(=O)N4)CC2)cc1 | 6 | 0 | 0 | 1
81 | C=CCn1c(SCC(=O)Nc2ccc(C)cc2C)nnc1-c1cccnc1 | 5 | 9 | -13 | 1
82 | N#Cc1c(NC(NC(=O)c2ccco2)C(=O)c2ccccc2)sc2c1CCCC2 (stereo unspecified) | 2 | -6 | -12 | 1.1
83 | CCCn1c(=O)c2c(c3ccccc31)OCC(=O)N2 | 11 | 1 | 7 | 1.1
84 | COc1ccc(C)c2sc(N3CCCC3)nc12 | 5 | ? | ? | 1.4
85 | FC(F)Oc1ccccc1C1CC(c2ccc(Br)s2)Nc2ncnn21 (stereo unspecified) | 11 | 3 | -3 | 1.1
86 | CC(C)(C)OC(=O)NCc1nc(N)n[nH]1 | 3 | 2 | 5 | 1
87 | Cc1cc(C(=O)CN2C(=O)c3ccccc3C2=O)c(C)n1Cc1cccs1 | 8 | 0 | -14 | 1.1
88 | CCOC(=O)c1cc(-c2nnc(-c3ccc(Cl)cc3)o2)c(C)nc1C | 11 | 0 | 2 | 1.1
89 | O=C(NC1(C(=O)NC2CCCC2)CCCCC1)c1ccc2c(c1)OCO2 | 6 | 8 | -13 | 0.94
90 | CCOc1cc(C#N)c(NC(=O)c2cccnc2)cc1OCC | 11 | 4 | -7 | 1
91 | Cc1ccc(C(=O)Nc2ccc(Cl)cn2)cc1S(=O)(=O)N1CCOCC1 | 2 | -5 | -6 | 1.2
92 | O=S(=O)(Nc1ccc2oc(-c3ccccc3)nc2c1)c1ccccc1 | 1 | -7 | 5 | 1.1
93 | Cc1nc(-c2coc3cc(OCC(=O)O)ccc3c2=O)cs1 | 8 | -3 | -6 | 1

Source: PubChem BioAssay
